POLK inh – qHTS for Inhibitors of Polymerase Kappa | DNA polymerase kappa (Homo sapiens), Q9UBT6 | purified Pol kappa, fluorescent DNA synthesis assay, 10 min | Potency, µM (series often up to 107 µM), inactives show top-dose activity, negative = inhibition, most hits filed as inhibitors | 400,000 tested, 0.53% active; also: potency is read from the fitted curve at half-maximal effect; % is scaled to controls: 0 for no effect and ±100 for the full control effect
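Activity was followed as the change in fluorescence between reads at 0 and 10 min after starting the reaction with 50 nM substrate. Beforehand, 10 nM polymerase had been preincubated with compound for 15 min at room temperature.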
POLB inh – qHTS Assay for Inhibitors of DNA Polymerase Beta; Pol beta primer extension/strand displacement, fluorescence kinetic; Potency, µM (series often up to 114 µM), for inactives: at the top dose activity change, negative = inhibition, actives largely listed as inhibitors; 340,000 tested, 1.3% active; also: potency is read from the fitted curve at half-maximal effect; % is scaled to controls: 0 for no effect and ±100 for the full control effect
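10 nM enzyme + cpd, 15 min RT; start with substrate 50 nM final; read 0 min and after 10 min RT. Corrected, normalized data; 4-parameter Hill curve fit.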
GRP78 ERSR act – qHTS for Inducers of the Endoplasmic Reticulum Stress Response (ERSR) in Human Glioma: qHTS; U87-MG GRP78 promoter luciferase reporter, 16 h; Potency, µM, without a hit: at the top dose activation, actives largely listed as activators; 420,000 tested, 0.02% active; AID 602332, 2012; also: potency is read from the fitted curve at half-maximal effect; series mostly up to about 76 µM; % of control where 0% means no effect; nearly all actives have a fitted effect of over 35% in size
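ERSR induction read as luciferase luminescence (Bright-Glo, 10 min at room temperature) in stably transfected human U87-MG glioma cells exposed to compounds for 16 h, using GRP78 as sensor.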
POLI inh – qHTS for Inhibitors of Polymerase Iota | DNA polymerase iota (Homo sapiens), Q9UNA4 | Pol iota fluorescent replication assay, 10 min | Potency, µM (highest dose often 115 µM), for the others: at the top dose activity, negative = inhibition, most hits filed as inhibitors | 390,000 tested, 1% active | AID 588590, 2011; also: potency is read from the fitted curve at half-maximal effect
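Pol iota at 10 nM preincubated 15 min with compounds at room temperature; reaction started with fluorescent substrate, 50 nM final. Fluorescence read kinetically at 0 and 10 min; buffer-only wells as negative control.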
Pol eta inh – qHTS for Inhibitors of Polymerase Eta. Potency, µM (series often up to 114 µM), inactives show at the top dose activity change, negative = inhibition, most hits filed as inhibitors. 390,000 tested, 1.2% active. DNA polymerase eta (Homo sapiens), Q9Y253. recombinant Pol eta, fluorescent DNA replication assay. AID 588591, 2011; also: potency is read from the fitted curve at half-maximal effect; % is scaled to controls: 0 for no effect and ±100 for the full control effect
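Pol eta at 10 nM preincubated with compounds 15 min at room temperature; reaction started with fluorescent substrate (50 nM final) and read kinetically at 0 and 10 min.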
BLM helicase inh – qHTS Assay for Inhibitors of Bloom's syndrome helicase (BLM). RecQ-like DNA helicase BLM (Homo sapiens), P54132. 350,000 tested, 0.2% active. recombinant BLM DNA unwinding, fluorescence dequenching. Potency, µM (titrated, usually from 56.1 µM), for the others: at the highest dose activity change, negative = inhibition, usual class: inhibitors. AID 2528, 2010;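 also: potency is read from the fitted curve at half-maximal effect; plate controls were vehicle for no effect and no enzyme for full effect; nearly all actives have a fitted effect of over 35% in size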
Apoferritin bind – qHTS Assay for Identification of Novel General Anesthetics. Ferritin light chain (Equus caballus), P02791. apoferritin/1-aminoanthracene competitive binding, fluorescence. Potency, µM (series often up to 77.5 µM), inactives show at the highest dose activity change, negative = displacement, hits mostly inhibitors. 350,000 tested, 0.074% active; also: potency is read from the fitted curve at half-maximal effect; % is scaled to controls: 0 for no effect and ±100 for the full control effect; nearly all actives have a fitted effect of over 20% in size
Target sequence (P02791 2-175 limits assumed): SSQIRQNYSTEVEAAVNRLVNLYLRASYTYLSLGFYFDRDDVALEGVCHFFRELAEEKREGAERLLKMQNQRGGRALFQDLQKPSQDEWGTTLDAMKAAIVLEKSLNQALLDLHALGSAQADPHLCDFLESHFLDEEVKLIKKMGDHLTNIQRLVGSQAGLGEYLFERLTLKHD
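In PBS, apoferritin at 10 uM is loaded with 1-AMA from a 50% saturated solution. After 10 min of compound exposure at ambient temperature, reduced 535 nm fluorescence indicates probe displacement.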
APEX1 inh – qHTS Assay for Inhibitors of the Human Apurinic/apyrimidinic Endonuclease 1 (APE1); Potency, µM (titrated, usually from 65.8 µM), for the others: at the top dose activity change, negative = inhibition, hits mostly inhibitors; 350,000 tested, 0.35% active; recombinant APE1, TAMRA/BHQ-2 abasic DNA cleavage fluorescence; DNA repair nuclease/redox regulator APEX1 (Homo sapiens), P27695; AID 2517, 2012;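 also: potency is read from the fitted curve at half-maximal effect; plate controls were vehicle for no effect and reference inhibitor for full effect; nearly all actives have a fitted effect of over 55% in size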
Target sequence (P27695 whole entry, looked up): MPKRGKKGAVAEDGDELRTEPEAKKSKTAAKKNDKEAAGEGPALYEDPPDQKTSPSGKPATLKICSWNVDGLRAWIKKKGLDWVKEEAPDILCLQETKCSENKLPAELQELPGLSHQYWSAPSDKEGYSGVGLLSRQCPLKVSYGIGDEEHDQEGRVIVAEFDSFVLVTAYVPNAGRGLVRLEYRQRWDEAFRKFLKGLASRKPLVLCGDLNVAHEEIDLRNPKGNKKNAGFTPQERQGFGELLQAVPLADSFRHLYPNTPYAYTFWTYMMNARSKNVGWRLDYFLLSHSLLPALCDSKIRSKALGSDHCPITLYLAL
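Activity was derived from the fluorescence gain between first and third kinetic reads (60 s intervals, ex 525/em 598 nm) after 50 nM THF-abasic TAMRA/BHQ-2 duplex was added to 0.75 nM APE1 preincubated 15 min with compound.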
LDHA block – qHTS assay for inhibitors of human lactate dehydrogenase; purified LDHA, NADH/diaphorase-resazurin fluorescence; active compounds read low; activity change, % (values are at about 110 or 230 µM); 480,000 tested, 0.15% active; in the data active = activity change below about -30%; inconclusive = mostly about -25% to -30%;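 also: plate controls were DMSO wells for no effect and wells without enzyme for full effect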
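Enzyme activity of human lactate dehydrogenase 5 (2 nM; 0.06 mM NADH, 0.2 mM pyruvate, 5 min, RT) is measured via a resazurin/diaphorase fluorescence readout of residual NADH.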
Active calls of the source: *; ? = inconclusive; / = not tested or not shown; & = joins results of further samples; [ ] = dose if it differs, or a comment. Unless noted, calls follow the shape of the dose curve; as a rule, active = well fitted curve in the direction sought with a large enough effect; inconclusive = small, poorly fitted or top-dose-only effect, or another doubt; inactive = no such curve, though single readings can be large; an effect the other way counts as inactive or inconclusive.

Order of values: APEX1 inh, Apoferritin bind, POLI inh, Pol eta inh, GRP78 ERSR act, LDHA block, POLB inh, POLK inh, BLM helicase inh
> O=C(Nc1nnc(SCc2c(Cl)cccc2Cl)s1)C1CC(=O)N(c2ccc3c(c2)OCCO3)C1 (configuration not stated)
    -9%, -11%, 16µM*, ?, -3%, -3, 7.1µM*, ?, -23%
> CCN(CC)CCCN=Cc1c(O)n(-c2c(C)cccc2C)c(=O)c2ccccc12
    1%, 54%[activator], -11%, -4%, -4%, -3, -13%, -4%, 4%
> CCCCC(O)(c1ccc(OC)cc1)C(CN1CCOCC1)c1ccccc1 (configuration not stated)
    -2%, -12%, -17%, -15%, -2%, -1, 17%, -4%, -5%
> Cc1c(CCOC(=O)C23CC4CC(CC(C)(C4)C2)C3)sc[n+]1Cc1ccccc1
    -2%, -22%, 10%, 4%, -14%, 4, 13%, -13%, -12%
> O=C(/C=C/c1ccc(-c2ccccc2[N+](=O)[O-])o1)c1ccc(Br)cc1
    -5%, -11%, ?, -1%, 1%, 17, 11%, -25%, -11%
> COc1ccc(O[C@H]2C=C[C@@H](c3ccccc3)O[C@@H]2COC(=O)CC/C(C)=N/O[C@@H](C)CN2CCCCc3nc(C)c(C)cc32)cc1
    1%, -3%, /, /, /, /, 5%, /, -9%
> C=CCn1c(SCC(=O)Nc2ccc3c(c2)OCO3)nnc1-c1ccccc1
    5%, ?, 1%, -7%, -3%, -2, 1%, -7%, -3%
> Cc1ccc(-c2nnc(Nc3ccc(Br)cc3)c3ccccc23)cc1S(=O)(=O)N1CCN(C)CC1
    /, 45%[activator], 6%, -12%, -3%, -5, 8%, -6%[60.1 µM], -13%
> CC(C)N(Cc1ccccc1)C(=O)c1nc(-c2ccc(Cl)cc2)n2c1CCCCC2
    /, 92%[activator], 7%, -18%, -5%, 7, 4%, -16%, -2%
> CC(C)(C)OC(=O)Nc1ccc([C@H](NC(=O)OC(C)(C)C)C(=O)OC(C)(C)C)cc1
    2%, /, -2%, -6%, -2%, 0, /, -17%, /
> Clc1ccccc1CSc1nnc(-c2ccccn2)n1Cc1ccco1
    ?, ?, -4%, ?, 2%, -7, ?, -14%, -5%
> CCN(CC)C(=O)COC(=O)c1ccc(O)cc1
    14%, -16%, ?, -3%, -5%, -3, 0%, 3%, 1%
> O=C(NCCc1ccccn1)c1cncc(Br)c1
    5%[12.4 µM], 2%, 27%, -11%, 4%, 1, 8%, 5%, -2%
> CCCc1cc(N2CCCC2)n2nc(C)c(-c3ccccc3)c2n1
    -5%, -4%, 0%, -21%, -3%, 0, 6%, -3%, -6%
> Cc1noc(C)c1C(=O)OCC(=O)Nc1cc(Cl)ccc1Oc1ccccc1
    -2%, -7%, 2%, -2%, -3%, -1, 3%, 1%, -12%
> CCOC(=O)c1c(NC(=O)CSc2nnnn2-c2ccc(OC)cc2)sc(C)c1C
    -4%, -21%, 25%, -8%, -1%, -2, -18%, -7%, 0%
> CN(CC(=O)Nc1ccc(F)cc1)C(=O)COC(=O)c1ccc(-c2ccccc2)cc1
    -17%, /, 36%[activator], 0%, -2%, -9, /, -6%, /
> CCOc1ccccc1NC(=S)N(CCOC)C1CCN(C(C)=O)CC1
    -3%, 1%, 24%, -19%, 3%, -2, 8%, 0%, 1%
> Cc1ccc(NS(=O)(=O)c2cccc(C(=O)N3CCN(C(=O)c4ccco4)CC3)c2)cc1
    -1%, /, 1%, 0%, -3%, -8, /, 1%, /
> CC(C)(C)Nc1nc(Oc2ccc(=O)n(-c3ccccc3)n2)nc(N2CCOCC2)n1
    1%, 11%, 5%, -7%, 1%, -6, 0%, -3%, -2%
> NC(=O)C1CCN(CC(=O)NC2CCCc3ccccc32)CC1 (configuration not stated)
    13%, 1%, 8%, -14%, -4%, -4, 25%, 1%, -8%
> CCOc1ccc(-c2cn3c(n2)sc2cc(C(=O)NCCCN4CCCCC4)ccc23)cc1
    /, -4%, -6%, ?, -2%, -7, 11%, -14%, -9%
> O=C(NCCNCc1cccc(Cl)c1)c1ccco1
    /, /, 34%[activator], ?, -4%, 5, /, -3%, /
> CCP(=O)(c1cccc([N+](=O)[O-])c1)c1cccc([N+](=O)[O-])c1
    0%, 13%, 88%[activator], -23%, -2%, -3, 13%, 0%, -3%
> CC(C)c1ccc(NC(=S)NC2CCN(Cc3ccccc3)CC2)cc1
    2%, ?, 11%, ?, -2%, -4, -1%, -3%, 1%
> C/C(Nc1ccc(Cl)cc1)=C(/C#N)C(N)=O
    1%, -21%, 6%, -2%, -1%, -2, 15%, -5%, 0%
> COc1ccc(N=C2O/C(=C/c3sc(=S)n(CC4CCCO4)c3O)N=C2C#N)cc1 (configuration not stated)
    -4%, -13%, -16%, -11%, -3%, 11, 1%, -4%, -1%
> CCOc1ccc(Oc2ccccc2NC(=O)C2=COCCO2)cc1
    -2%, /, -8%, -19%, -3%, -2, /, -13%, /
> CCC(=O)OCC(=O)Nc1cc([N+](=O)[O-])ccc1OC
    -3%, -5%, 95%[activator], -24%, -7%, -4, -12%, 8%, 0%
> O=C(Nc1ccccc1)N1CC2(CCN(C(=O)c3ccco3)CC2)C1
    6%, /, /, /, -1%, /, /, 3%[60.1 µM], -1%
> O=C(NC(=S)Nc1ccc(S(=O)(=O)N2CCCCC2)cc1)c1ccccc1
    -3%, -21%, -6%, -17%, -5%, -3, 12%, -19%, 0%
> CCO[C@H]1OC(C(=O)NCc2ccccc2)=C[C@@H](C2CCCCC2)[C@@H]1CCCO
    -1%, 0%, -1%, -9%, 1%, 7, 25%, 2%, -7%
> S=c1[nH]nc(CCc2ccccc2)n1Cc1ccccc1
    4%, -23%, 0%, -1%, -4%, -2, 2%, -10%, -5%
> COc1ccc(COC(=O)c2cccc(S(=O)(=O)N3CCN(C(C)=O)CC3)c2)cc1
    39%, /, 24%, -14%, -3%, -10, /, -12%, /
> CCOC(=O)c1cccc(-c2ccc(C=O)o2)c1
    -3%, -12%, 1%, -18%, 5%, -4, ?, -19%, -11%
> O=C(Cn1nnc2ccccc21)Nc1ccc(Cl)cn1
    7%, -6%, 85%[activator], -14%, 2%, -6, 91%, -8%, 1%
> COc1ccc(S(=O)(=O)Nc2ccc(N3CCOCC3)cc2)cc1
    10%, 4%, -16%, -5%, 0%, 2, 91%, -7%, -6%
> Cc1cccc2c(C(=O)Nc3ccc(Br)cc3)cc(-c3ccccn3)nc12
    -1%, -3%, 87%[activator], 0%, -1%, 2, -6%, -15%, -14%
> Cc1nc(N2CCC(C(N)=O)CC2)c2c(-c3cccs3)csc2n1
    -8%, -10%, 55%[activator], -14%, -2%, 2, 47%, 1%, -2%
> COc1ccc(NC(=O)c2ccc(-n3c(C)ccc3C)cc2)c(OC)c1
    ?, -12%, 43%[activator], ?, -2%, -3, 0%, -11%, -3%
> Cc1cc(C)nc(SCC(=O)NN)n1
    5%, -23%, 23%, -15%, 0%, -2, 1%, -1%, -5%
> O=C(Nc1ccc(S(=O)(=O)Nc2ncccn2)cc1)c1ccccc1Cl
    -20%, 2%&-2%, 13%&1%, -18%&5%, 0%&-2%, -2&-6, ?, 13%&7%, 2%&1%
> COc1ccc(CN2CCC(=O)NC2=O)cc1
    6%, 7%, -3%, -11%, -2%, 1, -21%, -2%, -1%
> O=C(O)CCc1nn2c3ccccc3nc2n(CCN2CCCCC2)c1=O
    -3%, -4%, 4%, 0%, -1%, -2, 16%, -2%, 0%
> COC(=O)c1ccc2c(c1)C(NC(C)=O)CCc1cc(OC)c(OC)c(OC)c1-2 (configuration not stated)
    /, /, 13%, -10%, -5%, -9, /, -3%, /
> COc1ccccc1CNC(=O)c1cccc(N2CCCS2(=O)=O)c1
    /, 1%, 46%[activator], -14%, -1%, -1, 3%, -25%, -2%
> O=c1oc2c3c4c(cc2s1)CCCN4CCC3
    28µM*, -22%, 11µM*, ?, -2%, 10, 22µM*, ?, ?
> C[C@@H]1COC(=O)[C@H](Cc2ccc(F)cc2)CC/C=C/C[C@@H](CC(=O)N[C@@H](CO)Cc2ccccc2)C(=O)N1
    -15%, /, 6%, -7%, -6%, -3, /, -3%, /
> Cn1c(=O)[nH]c(=O)c2c1nc(CN1CCN(c3cccc(Cl)c3)CC1)n2CCc1ccccc1
    -2%, -20%, -26%[58.9 µM], -3%, 4%, -6, -15%, -15%, -7%
> CC1=NN(C(=O)CSCc2ccccc2)C(O)(c2ccc(Cl)cc2)C1 (configuration not stated)
    4%, ?, -3%, -10%, -1%, 1, 15%, 0%, -7%
> Cn1c(NC(=O)c2cc(Br)ccc2Cl)cc(=O)n(C)c1=O
    -2%, -5%, 1%, -12%, 5%, -1&-11, 2%, -1%, -5%
> O=C(CCCn1c(=O)c2ccccc2n(Cc2ccccc2)c1=O)NCc1ccco1
    -4%, -1%, 2%, -8%, -2%, -7, -9%, -4%, 1%
> Cc1cc(C)n2nc(C(=O)Nc3nnc(C4CC4)s3)nc2n1
    -1%, -8%, -9%, -6%, -2%, -6, 21%, -1%, 1%
> COc1ccc(Br)cc1CNc1ccc(O)cc1
    -9%, -2%, 2.8µM*, 7%, ?, 22, 3%, -11%, 20µM*
> O=C(NC1CCCC1)c1cc(Cl)ccc1[N+](=O)[O-]
    15%, -15%, 9%, -9%, -3%, -6, 42%, 2%, 4%
> O=C(CCc1c[nH]c2ccccc12)Nc1ncccc1O
    41%, -8%, 43%[activator], -19%, 20%, 1, ?, -3%, -1%

Part of the list above, with bars between the fields:
smiles | APEX1 inh | Apoferritin bind | POLI inh | Pol eta inh | GRP78 ERSR act | LDHA block | POLB inh | POLK inh | BLM helicase inh
CCOc1ccc(-c2cn3c(n2)sc2cc(C(=O)NCCCN4CCCCC4)ccc23)cc1 | / | -4% | -6% | ? | -2% | -7 | 11% | -14% | -9%
CCOc1ccc(Oc2ccccc2NC(=O)C2=COCCO2)cc1 | -2% | / | -8% | -19% | -3% | -2 | / | -13% | /

These rows are one share of the data, so the mix of outcomes need not match the whole.
